# SRC2 inh – human SRC2 (NCOA2) inhibition; Q15596; HEK293 GAL4-SRC2 luciferase reporter, luminescence; inhibition, % at 9 µM; 370,000 tested, 0.17% active;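 active means inhibition above the mean inhibition of all tested compounds plus 3 SD, set per campaign, cut at about 52% in these data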;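 further: 0% = DMSO treated cells and 100% = cells given Gossypol at 36 µM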
# ABHD5-PLIN5 inh – ABHD5-PLIN5 protein interaction inhibition | Q00G26+Q8WTS1 | AID 602281 | Split G. princeps luciferase complementation, luminescence, 4 h | 360,000 tested, 0.78% active | inhibition, % at 4 µM;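 active means inhibition above the mean inhibition across every tested compound plus 3 SD, cut at about 22% in these data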;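 further: 0% = DMSO only wells and the 100% control is not disclosed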
# Target sequence (Q00G26 whole entry, looked up): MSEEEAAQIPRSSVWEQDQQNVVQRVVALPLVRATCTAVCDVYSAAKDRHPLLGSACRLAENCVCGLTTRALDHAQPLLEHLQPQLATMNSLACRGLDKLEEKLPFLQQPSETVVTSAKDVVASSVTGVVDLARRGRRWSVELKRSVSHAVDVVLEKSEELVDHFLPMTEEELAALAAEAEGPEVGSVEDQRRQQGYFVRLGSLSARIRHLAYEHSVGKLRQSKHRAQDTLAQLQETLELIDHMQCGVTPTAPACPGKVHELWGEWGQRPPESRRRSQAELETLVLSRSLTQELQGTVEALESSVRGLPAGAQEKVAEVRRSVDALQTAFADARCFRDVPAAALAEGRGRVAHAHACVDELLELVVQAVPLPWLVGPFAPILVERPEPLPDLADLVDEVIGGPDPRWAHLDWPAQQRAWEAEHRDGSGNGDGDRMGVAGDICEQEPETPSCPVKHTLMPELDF
# Target sequence (Q8WTS1 whole entry, looked up): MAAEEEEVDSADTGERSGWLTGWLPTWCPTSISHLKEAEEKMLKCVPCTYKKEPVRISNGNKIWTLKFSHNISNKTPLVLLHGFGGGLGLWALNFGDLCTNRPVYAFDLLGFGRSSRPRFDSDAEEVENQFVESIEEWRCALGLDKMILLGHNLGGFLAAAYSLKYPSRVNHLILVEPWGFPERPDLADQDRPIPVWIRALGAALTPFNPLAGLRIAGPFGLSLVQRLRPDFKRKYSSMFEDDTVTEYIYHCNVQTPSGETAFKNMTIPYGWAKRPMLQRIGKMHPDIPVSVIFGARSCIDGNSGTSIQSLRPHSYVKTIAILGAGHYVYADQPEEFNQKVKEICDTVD
# NCOA1 inh – inhibitors of human steroid receptor coactivator 1 (SRC1) | 360,000 tested, 0.12% active | HEK293 GAL4-SRC1 luciferase reporter, luminescence | Q15788 | inhibition, % at 3.6 µM;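 active means inhibition above the campaign mean plus 3 SD, with each screening campaign given its own cutoff, cut at about 60% in these data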;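 further: 0% = DMSO treated cells and 100% = gossypol at 36 µM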
# MC4R antagonist – human MC4R antagonism in cAMP assay. 360,000 tested, 0.48% active. MC4R-expressing cells, MTII-stimulated cAMP, LANCE TR-FRET. AID 540295. P32245. inhibition, % at 6.5 µM;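 active means inhibition above its plate's cutoff, the mean of tested wells on that plate plus 3 SD, cut at about 29% in these data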;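 further: 0% = Melanotan II alone and 100% = Melanotan II plus saturating MCL0020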
#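 Material – human MC4R-expressing U2OS cells · Repeats – no replicates · Detection – TR-FRET with Eu-cAMP and labeled anti-cAMP, 671 nm · Times – compound 30 min, challenge 1 h, detection 1 h · Compound – single nominal compound dose of 6.5 µM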
# NOD2-RIPK2 inh – blocks binding of human NOD2 to RIPK2; inhibition, % at 4.98 µM; O43353; CHO BLA complementation NOD2-RIPK2, CCF4 ratio; AID 624267; 360,000 tested, 0.38% active; in the data active means inhibition above about 21%;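 further: 0% = vehicle only and 100% = reference blocker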
# EBV LMP1 NFkB – Epstein-Barr LMP1 NF-kappaB reporter inhibition; 350,000 tested, 0.69% active; inhibition, % at 12.5 µM; LMP1-induced NF-kappaB luciferase reporter cells, luminescence; AID 504558; in the data active means inhibition above about 41%;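 further: 0% = neutral control wells and 100% = reference inhibitor control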
# SRC3 inh – human NCOA3 inhibition. 360,000 tested, 0.17% active. Q9Y6Q9. HEK293 GAL4-SRC3 luciferase reporter, luminescence. inhibition, % at 3.6 µM. AID 588352;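 active means inhibition above a per-campaign cutoff, the mean of all compounds plus 3 SD, cut at about 60% in these data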;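 further: 0% = DMSO-treated cells and 100% = gossypol-treated cells at 36 µM; higher means less SRC3-driven luciferase light from the GAL4 reporter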
# NR2F2 inh – NR2F2 (human) inhibition, primary screen; inhibition, % at 8.6 µM; HEK293T NGFI-A luciferase reporter, luminescence; 370,000 tested, 0.7% active; AID 686940; P24468;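 active means inhibition above a per-plate cutoff, mean inhibition of test wells between control levels plus 3 SD, cut at about 38% in these data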;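 further: cells cotransfected with COUP-TFII expression vector driving the NGFI-A reporter; 0% = median of COUP-TF2 test wells and 100% = reporter-only cells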
# NR5A2 inv ag – suppresses constitutive activity of human LRH-1; O00482; HEK293T StAR-luciferase reporter, LRH-1 transfected, 24 h; inhibition, % at 3.6 µM; 360,000 tested, 0.13% active; AID 602396;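 active means inhibition above the mean inhibition of all tested compounds plus 3 SD, cut at about 73% in these data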;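 further: 0% = DMSO wells and 100% = reporter-only cells lacking LRH-1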
# TLR9-MyD88 block – blocks human TLR9 binding to MyD88 | 340,000 tested, 0.21% active | CHO BLA complementation TLR9-MyD88, CCF4 FRET ratio | AID 504734 | Q9NR96+Q99836 | inhibition, % at 4.98 µM;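 active means inhibition above the mean over all tested compounds plus 3 SD, cut at about 21% in these data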;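 further: 0% = DMSO only wells and 100% = clavulanate BLA inhibitor control wells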
# MC4R ag barr – activates human MC4R beta-arrestin recruitment | U2OS MC4R beta-arrestin complementation, luminescence; percent of melanotan II response, DMSO zero | activation, % at 8.9 µM | 360,000 tested, 0.98% active | AID 540308;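 active means activation above a per-plate cutoff, the mean activation of sample wells on that plate plus 3 SD, cut at about 8% in these data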
# The depositor's hits bear a star; . = no result given. Some of the compounds tested; the hit share may differ from the screen's.
mol	NOD2-RIPK2 inh	NCOA1 inh	MC4R ag barr	EBV LMP1 NFkB	NR5A2 inv ag	TLR9-MyD88 block	NR2F2 inh	SRC2 inh	SRC3 inh	ABHD5-PLIN5 inh	MC4R antagonist
CC(C)NS(=O)(=O)c1ccc(OCC(=O)N2CCc3ccccc3C2)cc1	-8.1	2.3	-1.9	-4.1	5.1	0.8	-4.2	-23.2	0.3	-1.6	-0.8
COc1cccc(CNCc2cccc(Br)c2)c1OC	-13.1	1.9	1.1	3.1	7.9	4.9	2.7	-13.8	-2.6	-1.9	11.6
CCC(C(=O)NCCCN1CCN(C)CC1)n1nc(C)n2c(cc3occc32)c1=O (configuration not stated)	-8.1	-3.0	-1.1	-2.4	3.9	-7.1	-7.1	4.7	-4.2	1.8	9.3
Cc1ccc(/C=N/NC(=O)CNC(=O)COc2ccc(Cl)cc2)o1	-4.9	-4.2	-4.4	-3.7	-12.6	15.3	-6.4	-1.4	19.1	-3.3	2.7
COc1cc(CC(=O)OCC(=O)NCc2ccco2)cc(OC)c1OC	4.2	-14.8	-0.9	-3.0	16.6	-8.3	3.3	-0.9	12.9	7.9	1.7
Cc1ccccc1C(=O)Nn1cnc2ccccc2c1=O	-3.0	-61.1	0.2	-16.5	-42.9	-0.1	-16.5	-59.9	-40.9	-0.9	5.5
COC1=CC(=O)OC(c2ccccc2)C1 (configuration not stated)	-2.7	.	.	.	-22.9	.	6.1	-24.7	.	6.7	.
O=C(O)[C@@H]1CC(O)CN1C(=O)CCc1c[nH]c2ccccc12 (some centres not stated)	-1.2	9.9	0.4	2.0	-13.5	-0.7	-19.2	-29.2	-3.9	2.2	11.5
N#C/C(=C\c1cccnc1)c1ccccn1	2.8	-4.7	1.1	-5.4	-17.2	8.3	-10.4	-12.9	-14.1	2.0	7.5
Cc1cccc(N(C)C(=O)c2cc(S(=O)(=O)N3CCCC3)cn2C)c1	-8.8	12.0	1.2	-4.6	-7.8	-1.6	-13.6	8.7	4.1	4.0	12.4
O=C(Nc1cc(C(F)(F)F)ccc1N1CCOCC1)c1ccc(Cl)nc1	-8.3	10.7	-0.9	7.4	15.2	2.7	10.5	-6.0	20.6	4.6	5.0
C=CCN(C(=O)CC(NC(C)=O)c1ccccc1)c1nc(-c2ccc(S(C)(=O)=O)cc2)cs1 (configuration not stated)	-4.1	-39.1	-0.9	-7.5	-23.9	-7.8	9.1	-7.3	-27.0	-0.6	9.4
CC(=O)Nc1cncc(-c2ccccc2F)n1	5.6	4.3	-2.1	.	1.3	.	-14.2	5.8	-11.4	9.9	-7.8
CCOc1ccc(N(CC(=O)Nc2cccc(OC)c2)S(=O)(=O)c2c(C)noc2C)cc1	0.3	0.2	5.9	-0.2	20.8	-11.1	0.1	1.0	3.0	-11.9	9.0
NC(=O)Cc1ccc2sc(-c3ccccc3)nc2c1	0.2	-73.8	2.0	-0.7	-132.2	-12.6	-35.5	-47.2	-86.1	1.4	7.6
CCN(C(=O)COC(=O)c1cccc(S(=O)(=O)NCc2ccccc2)c1)c1ccccc1	18.7	-21.5	-2.8	0.7	-6.0	21.6*	7.3	-8.8	3.3	9.0	5.2
Cc1ccccc1OCC(=O)NC(C)c1ccccc1 (configuration not stated)	-5.6	12.6	-0.6	-3.2	-12.2	-7.8	24.2	15.2	3.4	0.9	1.5
Cc1ccc(-n2nnnc2SCc2nnc(-c3ccccc3Br)o2)c(C)c1	0.4	1.3	-1.2	-6.9	21.5	-11.8	15.6	10.9	24.4	-3.5	11.9
CC(=O)c1ccc(N2CCN(c3ccc(S(=O)(=O)N4CCN(C)CC4)cn3)CC2)cc1	4.7	-20.2	-2.3	-2.5	-5.2	4.3	4.3	-2.6	-20.9	1.2	-3.3
O=C(NCCCN1CCC(Cc2ccccc2)CC1)C1CCN(S(=O)(=O)N2CCOCC2)CC1	4.3	-3.5	-0.2	0.6	7.3	5.9	9.1	20.8	-7.7	0.3	-0.1
COc1ccccc1N(CCC#N)C(=O)CSc1nc(-c2ccccc2)cn1N	-10.2	-1.3	2.2	-4.0	-4.3	-6.1	10.1	-2.9	7.8	-9.9	6.0
COc1cc(NC(=O)CN(C)CCOc2ccccc2)c(C)cc1[N+](=O)[O-]	0.3	-34.0	-0.5	1.9	13.2	0.8	10.5	-5.0	12.9	-1.4	14.9
O=C(Sc1nnc(-c2ccccc2)o1)N1c2ccccc2Sc2ccccc21	0.0	-17.6	-1.9	0.2	-7.5	-8.8	-2.4	-17.8	-7.2	-2.2	5.2
O=C(NC(=S)N1CCCCCC1)c1ccc(Cl)cc1Cl	-6.5	-18.6	0.5	0.1	4.4	.	13.1	-7.3	-6.2	-5.4	19.2

# 2 entries from above, set out differently.
# Sequence of screens – NOD2-RIPK2 inh	NCOA1 inh	MC4R ag barr	EBV LMP1 NFkB	NR5A2 inv ag	TLR9-MyD88 block	NR2F2 inh	SRC2 inh	SRC3 inh	ABHD5-PLIN5 inh	MC4R antagonist
O=C(NCCCN1CCC(Cc2ccccc2)CC1)C1CCN(S(=O)(=O)N2CCOCC2)CC1
    4.3	-3.5	-0.2	0.6	7.3	5.9	9.1	20.8	-7.7	0.3	-0.1
COc1ccccc1N(CCC#N)C(=O)CSc1nc(-c2ccccc2)cn1N
    -10.2	-1.3	2.2	-4.0	-4.3	-6.1	10.1	-2.9	7.8	-9.9	6.0

# (further entries)
mol	NOD2-RIPK2 inh	NCOA1 inh	MC4R ag barr	EBV LMP1 NFkB	NR5A2 inv ag	TLR9-MyD88 block	NR2F2 inh	SRC2 inh	SRC3 inh	ABHD5-PLIN5 inh	MC4R antagonist
O=C(CCN1C(=O)[C@@H]2Cc3ccccc3CN2C1=O)N[C@H](C(=O)O)c1ccccc1	-2.7	-7.0	-0.8	-4.7	6.8	-11.1	-2.1	2.9	19.2	-0.2	-5.0
O=C(CSc1nnc(Cc2ccccc2)n1-c1ccccc1)N1CCOCC1	-14.1	-14.5	-0.1	-5.9	-11.9	-10.6	3.5	-18.7	11.8	-1.5	-5.7
Cc1c(CC(=O)NCCCCCC(=O)O)c(=O)oc2cc3occ(-c4ccccc4)c3cc12	10.1	-60.2	-1.4	-3.4	1.9	6.9	3.6	-19.4	11.5	4.7	2.4
CC(Oc1ccccc1)C(=O)N1CCC2(CC1)Oc1ccc(F)cc1C(=O)C21CC(c2ccccc2)=NO1 (configuration not stated)	0.4	-10.7	0.0	5.7	19.1	-1.4	6.0	-29.6	3.7	4.3	-2.6
COCCn1c(C)cc(C(=O)COC(=O)Cc2n[nH]c(=O)c3ccccc23)c1C	-3.4	-48.1	-0.2	-23.0	-57.5	-8.4	-27.9	-51.8	-49.8	11.6	6.3
CCCn1c(N)c(C(=O)CSc2nc3ncc(Cl)cc3[nH]2)c(=O)[nH]c1=O	-14.5	-0.9	-0.8	-1.5	-1.6	-8.9	15.4	-7.2	-6.9	15.5	5.3
CCCCn1ccnc1C(=O)c1ccc(S(=O)(=O)N2CCCC2)cc1	-4.2	-3.5	2.3	-4.9	8.8	0.1	14.4	-13.2	-11.1	13.7	0.1
CC1CCCC(NC(=O)COC(=O)/C=C/c2ccco2)C1C (configuration not stated)	-11.5	1.5	-0.8	-1.6	2.0	-4.3	0.0	18.0	1.0	9.6	1.1
O=C(O)c1ccc(CN2C(=O)c3cccc4c([N+](=O)[O-])ccc(c34)C2=O)cc1	3.7	-14.4	-2.8	5.0	-8.8	10.6	.	.	-2.2	-7.1	-7.8
O=C1CC(c2ccccc2)(c2ccccc2)c2ccccc21	5.1	-9.3	-1.6	-11.1	8.7	3.8	-2.6	-30.7	-4.0	-1.8	5.5
CC(C)NC(=O)c1ccc(-c2ccc(Cl)c(C(F)(F)F)c2)o1	-2.1	-5.3	0.8	0.4	5.5	0.5	-4.8	-5.5	0.1	-7.1	7.3
Nc1ccc(-c2nc3c(Cl)c(N)ccc3[nH]2)cc1	-5.7	-48.5	-2.7	3.7	-26.4	-6.5	-14.9	27.0	-16.5	2.4	-16.0
CCOc1ccc(N2CC(C(=O)NNC(=O)c3ccc(F)cc3)CC2=O)cc1 (configuration not stated)	3.6	-0.5	1.6	1.5	0.4	-6.9	15.1	-2.4	-34.1	-4.2	6.2
CC(=O)CCSc1ncnc2sc(-c3ccccc3)cc12	-7.2	-109.6	-4.4	-25.0	-166.1	0.3	-26.3	-74.2	-67.7	8.8	3.5
COc1ccc2cc(C(=O)N3CCOCC3)sc(=O)c2c1OC	-6.3	-11.2	-0.8	-5.1	3.0	6.2	-1.2	1.6	8.5	0.3	18.1
COC(=O)C[C@@H]1OC[C@H](C(C)C)N1S(=O)(=O)c1ccc(C)cc1	-14.9	.	.	.	9.9	.	2.1	-13.5	.	-1.5	.
Nc1nc(Sc2ccc([N+](=O)[O-])c3nonc23)c2[nH]cnc2n1	-6.5	2.3	-1.6	3.2	4.6	-13.6	2.4	-13.0	27.9	53.1*	-16.1
Cc1cccc(N2CC(C(=O)Nc3nnc(SCC(=O)Nc4nccs4)s3)CC2=O)c1 (configuration not stated)	1.7	-15.8	0.1	-2.7	-7.4	-0.1	-2.9	6.4	15.6	1.0	5.3
O=S(=O)(NC(CO)Cc1ccccc1)c1ccc(Br)cc1F (configuration not stated)	11.3	2.5	-0.3	0.2	-9.9	1.0	1.1	-15.2	3.1	2.0	-0.3
Cc1ccc(N=Nc2c(O)[nH]c3ccc(F)cc23)cc1	-6.1	-72.3	1.5	-16.4	-95.5	2.2	-59.9	-101.4	-58.8	-1.6	3.5
Cc1cc(C)c(S(C)(=O)=O)c(Oc2ccc(C(C)(C)C)cc2)n1	11.2	-0.3	2.4	3.0	-9.0	-4.9	-3.9	3.1	2.2	-8.7	-1.5
S=C(Nc1ccc2c(c1)OCO2)N1CCN(Cc2ccco2)CC1	6.2	-42.2	-1.0	14.7	-40.6	4.0	-6.0	-56.3	-32.9	10.3	0.7
CCOCC(=O)Nc1nc2ccc(S(C)(=O)=O)cc2s1	-5.8	-5.8	-1.1	-3.1	6.6	-1.3	0.2	-16.8	4.0	15.4	-2.9
COC(=O)C(C(=O)OC)C(C)C(C(=O)OC)C(=O)OC	1.6	-12.6	-0.1	-4.7	11.2	-4.9	-3.9	8.6	4.5	-4.2	11.3
Cc1ccc(NCc2nnc(SCC(=O)N(Cc3ccccc3)C(C)(C)C)o2)c(C)c1	-0.9	-37.4	1.4	-5.8	5.6	2.2	-5.4	-18.9	7.5	3.2	3.9
c1cnn(Cc2cnc(N3CCOCC3)s2)c1	-1.3	-13.1	-1.3	-2.2	-4.4	0.9	19.4	-10.3	8.6	-1.6	4.4
COc1cc(/C=N/NC(=O)c2nc(C)cc(C)n2)ccc1O	2.2	-22.4	-3.0	0.2	-54.4	-1.8	-18.6	-6.6	-15.6	-1.3	-4.9
Cc1ccc2[nH]c(=O)c(CNC(C)(C)C)cc2c1	-4.8	-1.3	1.8	-4.1	14.8	0.9	9.9	-12.6	17.7	-0.5	1.2
CC1=C(C)CC(C(=O)NCCCN2CCCC2=O)C(C(=O)O)C1 (configuration not stated)	1.3	5.5	-3.3	9.1	3.9	-8.9	3.4	2.7	10.9	-0.2	2.3
